From PubChem
HCMV inh: inhibitors of human cytomegalovirus. 4.5% of 410,000 active. activity change, negative = inhibition, % at 57.5 µM. HFF cells, HCMV-luciferase reporter, 72 h; stronger effect = lower value; in the data active = activity change below about -60%; inconclusive = no clear call, values can overlap the other calls; inactive = above about -39%
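Screen run at 2 compound doses on HFFs infected with reporter HCMV, MOI 1 PFU/cell. Luciferase activity from cell lysates at 72 h post infection gave inhibition relative to buffer-only and Salinomycin wells.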
Tb PYK inh: T. brucei pyruvate kinase inhibition. 0.12% of 410,000 active. TbPYK enzyme, Kinase-Glo Plus ATP luminescence, 45 min. Potency, µM (series often up to 76.8 µM), inactives show at the highest dose activity, negative = inhibition, actives largely listed as inhibitors. Q57TT1; also: potency is read from the fitted curve at half-maximal effect; nearly all actives have a fitted effect of over 50% in size
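Luminescence from Kinase-Glo Plus, added after a 45-minute room-temperature reaction, served as the end-point read-out. The enzyme and substrate were preincubated with compound before ADP (130 uM final) initiated turnover. Concentration-effect curves came from normalized qHTS data.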
AmpC no deterg: AmpC beta-lactamase inhibition without detergent; AmpC nitrocefin hydrolysis, absorbance 480 nm, 0.0001% Triton; Potency, µM (series often up to 57.1 µM), inactives show at the top dose activity change, negative = inhibition, hits mostly inhibitors; 0.52% of 330,000 active; AID 485341;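 also: potency is read from the fitted curve at half-maximal effect; plate controls were no compound for no effect and no enzyme for full effect; nearly all actives have a fitted effect of over 20% in size; some results filed as inactive show a strong effect at the top dose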
Target sequence (P00811 whole entry, looked up): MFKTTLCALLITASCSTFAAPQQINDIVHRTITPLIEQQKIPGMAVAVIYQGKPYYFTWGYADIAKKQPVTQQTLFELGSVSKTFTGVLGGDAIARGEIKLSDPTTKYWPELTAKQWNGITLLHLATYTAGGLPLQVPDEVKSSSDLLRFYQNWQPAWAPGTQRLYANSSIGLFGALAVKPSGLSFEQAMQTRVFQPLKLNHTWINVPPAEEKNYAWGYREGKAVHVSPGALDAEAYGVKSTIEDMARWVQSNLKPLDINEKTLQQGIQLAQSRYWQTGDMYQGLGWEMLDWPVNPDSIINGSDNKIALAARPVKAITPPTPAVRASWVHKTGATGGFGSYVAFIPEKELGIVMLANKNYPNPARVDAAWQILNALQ
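AmpC (5.3 nM in the dispensed reagent) in 20 mM phosphate pH 7.0 with 0.01% (detergent screen) or 0.0001% Triton X-100 was preincubated with compounds for 15 min at room temperature. Nitrocefin was then added from an 800 uM solution, and hydrolysis was followed at 480 nm.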
AmpC inh detg: AmpC beta-lactamase inhibition with detergent present | P00811 | AmpC hydrolysis of nitrocefin, absorbance 480 nm, 0.01% Triton | Potency, µM (highest dose often 114 µM), for the others: top-dose activity change, negative = inhibition, most hits filed as inhibitors | 0.041% of 370,000 active | AID 485294;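 also: potency is read from the fitted curve at half-maximal effect; 0% = no-compound wells and -100% = no-enzyme wells; nearly all actives have a fitted effect of over 25% in size; some results filed as inactive show a strong effect at the top dose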
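AmpC (5.3 nM in the dispensed reagent) in 20 mM phosphate pH 7.0 with 0.01% (detergent screen) or 0.0001% Triton X-100 was preincubated with compounds for 15 min at room temperature. Nitrocefin was then added from an 800 uM solution, and hydrolysis was followed at 480 nm.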
AMA1 RON2 block: disrupts binding of P. falciparum AMA1 to RON2; Potency, µM (series often up to 58.2 µM), for inactives: top-dose activity change, negative = inhibition, actives largely listed as inhibitors; 0.2% of 360,000 active; AlphaScreen AMA1-biotinylated RON2 peptide binding;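 also: potency is read from the fitted curve at half-maximal effect; 0% = vehicle wells and -100% = peptide control; nearly all actives have a fitted effect of over 45% in size; some results filed as inactive show a strong effect at the top dose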
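AMA1 (3D7) with his tag at 25 nM final met compounds first, then biotinylated RON2 peptide at 25 nM; detection used donor plus acceptor beads, 10 µg/mL apiece, read by AlphaScreen after 30 min at room temperature.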
Sm TGR inh: S. mansoni TGR enzyme inhibition. Potency, µM (series often up to 114 µM), without a hit: top-dose activity change, negative = inhibition, usual class: inhibitors. AID 485364. purified TGR, DTNB reduction, TNB absorbance 405 nm. Q962Y6. 3% of 360,000 active; also: potency is read from the fitted curve at half-maximal effect; nearly all actives have a fitted effect of over 60% in size
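Kinetic colorimetric format: TGR-catalysed, NADPH-driven DTNB reduction monitored via TNB absorbance. Enzyme dispensed at 20 nM; compound exposure 15 min at room temperature before reaction start.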
LmPK inhibitor: blocks Leishmania mexicana pyruvate kinase activity. 0.37% of 290,000 active. Potency, µM (series often up to 57.5 µM), for the others: top-dose activity change, negative = inhibition, hits mostly inhibitors. purified LmPK, Kinase-Glo ATP luminescence, 1 h; also: potency is read from the fitted curve at half-maximal effect
Target sequence (Q27686 whole entry, looked up): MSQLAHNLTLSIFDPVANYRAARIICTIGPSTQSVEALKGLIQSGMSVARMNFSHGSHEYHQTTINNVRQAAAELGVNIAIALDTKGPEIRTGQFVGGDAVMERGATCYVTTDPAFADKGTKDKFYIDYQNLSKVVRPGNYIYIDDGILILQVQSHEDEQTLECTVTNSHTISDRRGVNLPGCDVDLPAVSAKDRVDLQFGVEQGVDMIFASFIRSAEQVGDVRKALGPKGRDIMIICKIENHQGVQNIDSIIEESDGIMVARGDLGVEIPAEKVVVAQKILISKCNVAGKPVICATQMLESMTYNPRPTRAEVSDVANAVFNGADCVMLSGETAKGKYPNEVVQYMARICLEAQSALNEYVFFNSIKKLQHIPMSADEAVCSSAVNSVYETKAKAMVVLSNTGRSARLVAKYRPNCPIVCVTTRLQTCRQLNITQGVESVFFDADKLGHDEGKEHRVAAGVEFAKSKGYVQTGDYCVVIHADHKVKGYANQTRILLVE
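Screened at intermediate enzyme activity to detect both inhibitors and activators: LmPK at 0.1 nM, with a 0.5 nM enzyme column as activation reference. PEP 0.5 mM, ADP 0.1 mM; ATP detected by luminescence after 1 h.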
Numbers without * were called inactive; ? = inconclusive; . = not tested or not shown; [ ] = dose if it differs, or a comment. Unless noted, calls follow the shape of the dose curve; as a rule, active = well fitted curve in the direction sought with a large enough effect; inconclusive = small, poorly fitted or top-dose-only effect, or another doubt; inactive = no such curve, though single readings can be large; an effect the other way counts as inactive or inconclusive. Unless noted, % is scaled to controls: 0 for no effect and ±100 for the full control effect.

(1) CC(=O)Nc1ccc(S(=O)(=O)N2CCN(c3ccccn3)CC2)cc1
(2) C=C(c1ccc(OCCO)cc1)c1ccc(OCCO)cc1
(3) Cc1ccc(C)c2nc(N3CCCC3)c(C#N)cc12
(4) CC(C)N1CCN(CC2COc3ccccc3O2)CC1 (stereo not given)
(5) O=C(CNC(=O)c1ccc(Cl)cc1Cl)NCC(=O)Nc1ccccc1N1CCOCC1
(6) CC1=CCP(=O)(c2ccccc2)C1 (stereo not given)
(7) CC1=NN(Cc2ccccc2)C(=O)C1C(c1ccccc1)C(C#N)C#N (stereo not given)
(8) Cc1c(NC(=O)C(C)Sc2nccn2C)c(=O)n(-c2ccccc2)n1C (stereo not given)

Compound | 1 | 2 | 3 | 4 | 5 | 6 | 7 | 8
HCMV inh | -27 | -37 | -23 | -40 | 23 | -19 | -2 | ?
Tb PYK inh | 1% | 2% | 3% | -5% | -4% | 1% | -8% | 0%
AmpC no deterg | -11% | -10% | -3% | -8% | 35% | -11% | -35% | -6%
AmpC inh detg | 3% | -1% | ? | -2% | ? | ? | ? | 0%
AMA1 RON2 block | 8% | 13% | 10% | 11% | -2% | -6% | 2% | 6%
Sm TGR inh | 10% | -22% | 1% | -13% | -2% | 7% | -7% | -18%
LmPK inhibitor | 1% | 4% | 2% | 0% | 4% | -1% | -1% | .

(9) CCS(=O)(=O)c1ccc(O)c(NC(=O)/C=C/c2ccc(Cl)cc2)c1
(10) Cc1ccc(Cn2cc(S(=O)(=O)c3ccccc3)c(=O)c3cc(F)c(N4CCOCC4)cc32)cc1
(11) Cc1cc(C)cc(N(C(=O)c2snc(C(N)=O)c2N)C(C(=O)NCC2CCCO2)c2cccs2)c1 (stereo not given)
(12) COc1ccc(S(=O)(=O)c2c(Nc3ccc(C)cc3)sc(C(=O)c3ccc4c(c3)OCO4)c2N)cc1
(13) O=C(c1ccco1)N1CCC(c2nc3c(nnn3Cc3c(Cl)cccc3Cl)c(=O)[nH]2)CC1
(14) O=C(c1ccc(O)c(Cl)c1)N1CCN(S(=O)(=O)c2ccccc2)CC1
(15) COc1cc(/C=N/NC(=O)c2ccccc2O)ccc1OCC(=O)Nc1ccccc1
(16) CC1(C)CC(=O)C(C=NCCc2ccccn2)=C(O)C1

Compound | 9 | 10 | 11 | 12 | 13 | 14 | 15 | 16
HCMV inh | 3 | -18 | -93* | 0 | -14 | -5 | 93 | 16
Tb PYK inh | 1% | 0% | -3% | 0% | 3% | 2% | -4% | 1%
AmpC no deterg | -55% | . | 142%[activator] | . | 15% | -25% | -43% | -10%
AmpC inh detg | -6% | -5% | -9% | 16% | 1% | -3% | ? | ?
AMA1 RON2 block | -1% | . | 0% | . | -10% | -2% | -3% | 49%[activator]
Sm TGR inh | 7% | 6% | -7% | -2% | -29% | -6% | -11% | 4%
LmPK inhibitor | -2% | . | -1% | . | 3% | -5% | 1% | -1%

(17) CCCCOC(=O)C1C2C=C[C@]3(CN(C(C)c4ccc(OC)cc4)C(=O)[C@H]13)O2 (stereo not given in full)
(18) CC1=C(C(=O)Nc2ccccn2)C(c2cn(C)nc2C)C2=C(CCCC2=O)N1 (stereo not given)
(19) CCCC1CC(C#N)N(N(C)C)C1=C(C#N)C#N (stereo not given)
(20) CCCc1cc(=O)[nH]c(Nc2cccc(Cl)c2Cl)n1
(21) CCOC(=O)N1CCN(C(=O)CSCC(=O)N=c2sc3ccccc3n2C)CC1
(22) COc1ccc2nc(NC(=O)c3cc(S(=O)(=O)N4CCOCC4)ccc3C)sc2c1
(23) O=C(NC(=S)Nc1ccccc1N1CCOCC1)c1ccco1
(24) COc1cc(C(=O)NC2CCN(CC(=O)Nc3cccc(C)c3C)CC2)cc(OC)c1OC

Compound | 17 | 18 | 19 | 20 | 21 | 22 | 23 | 24
HCMV inh | 1 | -11 | 14 | -13 | . | -5 | -17 | 33
Tb PYK inh | 27% | 3% | 2% | -12% | -18% | -8% | 1% | -2%
AmpC no deterg | 29% | -3% | 2% | . | . | 39% | -1% | 71%[activator]
AmpC inh detg | 0% | 4% | 0% | 10% | 5% | -2% | 1% | ?
AMA1 RON2 block | 11% | -2% | -2% | . | -3% | -1% | -8% | 19%
Sm TGR inh | -1%[11.4 µM] | . | 4% | 11% | 16µM* | 2% | 3% | 5%
LmPK inhibitor | 14% | 0% | 0% | . | -3% | -1% | 4% | -7%

4 compounds out of the list, ordered by formula weight, low to high.
(16) CC1(C)CC(=O)C(C=NCCc2ccccn2)=C(O)C1
(20) CCCc1cc(=O)[nH]c(Nc2cccc(Cl)c2Cl)n1
(7) CC1=NN(Cc2ccccc2)C(=O)C1C(c1ccccc1)C(C#N)C#N (stereo not given)
(15) COc1cc(/C=N/NC(=O)c2ccccc2O)ccc1OCC(=O)Nc1ccccc1

Compound | 16 | 20 | 7 | 15
HCMV inh | 16 | -13 | -2 | 93
Tb PYK inh | 1% | -12% | -8% | -4%
AmpC no deterg | -10% | . | -35% | -43%
AmpC inh detg | ? | 10% | ? | ?
AMA1 RON2 block | 49%[activator] | . | 2% | -3%
Sm TGR inh | 4% | 11% | -7% | -11%
LmPK inhibitor | -1% | . | -1% | 1%

Continued.
(25) CCCCc1cc(=O)oc2cc(OCC(=O)NC3CCN(Cc4ccccc4)CC3)ccc12
(26) CC1CCN(C(=O)Cn2c(=O)n(CCCCCC(=O)NCc3ccccc3Cl)c(=O)c3sccc32)CC1
(27) Cc1cccc2sc(N(CCCN(C)C)C(=O)CN3C(=O)c4ccccc4C3=O)nc12
(28) CN(CC(=O)Nc1ccc(Cl)cc1)S(=O)(=O)c1ccc2c(c1)n(C)c(=O)c(=O)n2C
(29) c1ccc(CCc2nc(-c3cccnc3)no2)cc1
(30) O=C(O)CSC(C(=O)Nc1ccc(Br)cc1)c1ccc(Cl)cc1 (stereo not given)
(31) COc1ccc(C(=O)c2sc3nc(-c4ccc(OC)cc4)ccc3c2N)cc1
(32) O=C(O)c1cccc(S(=O)(=O)Nc2ccc(Cc3ccncc3)cc2)c1

Compound | 25 | 26 | 27 | 28 | 29 | 30 | 31 | 32
HCMV inh | ? | -37 | -34 | -15 | 10 | -19 | -17 | -20
Tb PYK inh | -2% | -2% | -3% | 4% | 2% | -16% | 0% | 0%
AmpC no deterg | -7% | . | 150%[activator] | -16% | -10% | -22% | -34% | -13%
AmpC inh detg | -12% | 18% | 5% | 1% | -1% | 4% | -4% | .
AMA1 RON2 block | 6% | . | 0% | 10% | 8% | 11% | -6% | -15%
Sm TGR inh | -10% | -1% | 13% | 4% | 5% | . | -5% | .
LmPK inhibitor | -1% | . | -1%[11.5 µM] | -7% | -14% | 5% | 1% | .

(33) CC(=O)OC[C@]12CCC(C)=C[C@H]1O[C@@H]1[C@H](O)[C@@H](OC(C)=O)[C@@]2(C)[C@]12CO2
(34) NC(=O)c1c(NC(=O)c2cccnc2)sc2c1CCCCC2
(35) Cc1ccc(S(=O)(=O)CC(O)COc2ccc(F)cc2Cl)cc1 (stereo not given)
(36) COC(=O)CSCc1nc2ccccc2[nH]c1=O
(37) COCCCNC(=O)Cc1coc2ccc3ccccc3c12
(38) CC(C)(CNC(=O)Cc1ccc(Br)cc1)N1CCOCC1
(39) Cc1nc2ncnn2c(C)c1CCC(=O)N1CCc2ccccc21
(40) CC1CCN(c2ccc([N+](=O)[O-])cc2C(=O)NCC2CCCO2)CC1 (stereo not given)

Compound | 33 | 34 | 35 | 36 | 37 | 38 | 39 | 40
HCMV inh | -77* | 42 | -13 | 18 | 8 | -12 | 14 | 28
Tb PYK inh | 4% | 7% | 2% | -9% | -2% | 1% | 1% | -12%
AmpC no deterg | -10% | -14% | 4% | -10% | -8% | 3% | -12% | -3%
AmpC inh detg | 3% | -14% | -3% | ? | ? | -3% | -2% | 7%
AMA1 RON2 block | 37%[activator] | 4% | -17% | 39%[activator] | -11% | -1% | 32%[activator] | ?
Sm TGR inh | 5% | -1% | . | ? | -1% | 7% | 6% | 7%
LmPK inhibitor | 0% | -4% | 0% | 3% | 9% | -8% | -7% | 4%

(41) COc1cccc(C2C(C(=O)OC(C)C)=C(C)N=c3s/c(=C\c4ccc(C(=O)O)cc4)c(=O)n32)c1 (stereo not given)
(42) CCCCOC(=O)/C(C#N)=C/c1ccc(-c2cccc(C(F)(F)F)c2)o1
(43) CCCCSc1nc(CCC)cc(=O)[nH]1
(44) CCOC(=O)C(NC(=O)CC(C)C)(Nc1sc2c(c1C(N)=O)CCCC2)C(F)(F)F (stereo not given)
(45) COc1ccc(OC)c(CN2CCN(c3ccc(S(=O)(=O)N4CCCC4)cn3)CC2)c1
(46) CCOC(=O)C1CCCN(S(=O)(=O)c2cc3c(cc2C)NC(=O)CO3)C1 (stereo not given)
(47) Nc1nc2ccc(S(=O)(=O)N3CCCCC3)cc2s1
(48) O=C(C(Cc1ccccc1)n1cccc1)N1CCCCC1 (stereo not given)

Compound | 41 | 42 | 43 | 44 | 45 | 46 | 47 | 48
HCMV inh | 13 | -4 | 31 | -14 | -18 | -2 | ? | 5
Tb PYK inh | -2% | -1% | -2% | 5% | -4% | -3% | ? | 3%
AmpC no deterg | -24% | . | -12% | -2% | 20% | . | 99%[activator] | -2%
AmpC inh detg | 3% | 21% | -4% | -17% | -1% | 24% | -4% | ?
AMA1 RON2 block | -4% | . | 2% | -1% | -12% | . | -2% | -11%
Sm TGR inh | -11% | -1% | -11% | -19% | -2% | -3% | 2% | -15%
LmPK inhibitor | -1% | . | 6% | 0% | . | . | -14% | -1%

(49) Cc1ccc(/C(N)=N/OC(=O)Oc2ccccc2)cc1
(50) Cc1ccc(CNC(=O)CCCCn2c(=O)[nH]c3ccsc3c2=O)cc1
(51) N#Cc1c(C(F)(F)F)cc(-c2cccs2)nc1N1CCCCC1
(52) CC(NC(=O)CN(C)Cc1nc2ccccc2c(=O)[nH]1)c1ccccc1 (stereo not given)
(53) COC(=O)Cc1ccc(NC(=S)N2CCCC(CO)C2)cc1 (stereo not given)
(54) CC(C)C[C@@H]1COc2cc(N3CC[C@H](O)C3)ccc2S(=O)(=O)N1
(55) C=CCNc1nc(-c2ccc(Cl)cc2)cs1
(56) CSc1nc(C)cc(SCC(=O)N/N=C/c2ccccc2)n1

Compound | 49 | 50 | 51 | 52 | 53 | 54 | 55 | 56
HCMV inh | 55 | -33 | 11 | 12 | 41 | 0 | 13 | -25
Tb PYK inh | -8% | 4% | -7% | -4% | -5% | 2% | -8% | 7%
AmpC no deterg | -20% | -26% | -22% | 3% | 0% | . | -22% | -21%
AmpC inh detg | -2% | -1% | -4% | -4% | 1% | . | ? | 4%
AMA1 RON2 block | 18% | 14% | 35%[activator] | 161%[activator] | 18% | -1% | -17% | -3%
Sm TGR inh | 9% | 2% | -3% | -3% | -1% | . | -1% | 0%
LmPK inhibitor | -23% | 1% | 3% | -3% | -1% | . | -16% | 0%
